Source: PubChem
CaV13 ICDI inh = Primary screen for inhibitors of IQ motif and Ca2+-dependent inactivation inhibitor domain binding in CACNA1D, Förster resonance energy transfer in living cells, …. HEK cells, CFP/YFP FRET ICDI-IQ, plate reader, 10 min; percent FRET-ratio fall versus neutral wells. inhibition, % at 12.3 µM. 340,000 compounds, 0.098% hits;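 active means mean replicate inhibition of at least 30% and at least 1% of replicates passing that level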;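 further: 0% = median of the neutral control wells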
H9c2 protect = protects H9c2 cardiomyocytes from peroxide injury; AID 588492; 360,000 compounds, 0.63% hits; H2O2 injury protection, ATPLite, 2 h; protection from H2O2 cell death, % at 20 µM;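 active means compounds giving at least 50% protection of heart cells from peroxide-induced death in the single-dose screen, raw or plate-pattern-corrected value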;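 further: 0% = DMSO wells with peroxide and 100% = DMSO wells without peroxide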
PDI inh = PDI (human) enzyme inhibition. P07237. PDI insulin aggregation turbidity, A650, 90 min. inhibition, % at 10 µM. 350,000 compounds, 0.052% hits;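 active means mean inhibition across replicates of 30% or more, whatever share of single replicates reach that level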;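 further: absorbance from insulin aggregation driven by PDI reduction with DTT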
Target sequence (P07237 whole entry, looked up): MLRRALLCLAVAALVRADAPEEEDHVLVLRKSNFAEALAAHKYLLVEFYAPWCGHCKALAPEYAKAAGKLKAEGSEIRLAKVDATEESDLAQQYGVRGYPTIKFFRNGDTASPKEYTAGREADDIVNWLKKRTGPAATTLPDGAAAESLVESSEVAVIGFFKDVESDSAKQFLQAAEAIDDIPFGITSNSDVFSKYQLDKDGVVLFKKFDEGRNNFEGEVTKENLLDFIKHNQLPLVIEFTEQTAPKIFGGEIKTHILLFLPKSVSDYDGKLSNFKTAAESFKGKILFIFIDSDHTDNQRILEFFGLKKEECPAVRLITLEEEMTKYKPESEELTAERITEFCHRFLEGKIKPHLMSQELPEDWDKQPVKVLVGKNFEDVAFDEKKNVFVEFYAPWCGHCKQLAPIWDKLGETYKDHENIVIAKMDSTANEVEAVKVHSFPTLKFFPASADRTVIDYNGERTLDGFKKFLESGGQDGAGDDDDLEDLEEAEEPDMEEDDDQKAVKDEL
N-glyco inh = N-linked glycosylation inhibition | AID 588692 | D54 ERlucT glycosylation luciferase reporter, 24 h; percent of 100 nM tunicamycin response | 360,000 compounds, 0.23% hits | reporter increase, % at 12.5 µM;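 active means mean luciferase reporter signal, scaled so untreated is 0 and the glycosylation-blocking control 100, at or above a set limit in every replicate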;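 further: luciferase carries N-glycosylation sites so blocking glycosylation raises the light; 0% = median of neutral control wells and 100% = median of 100 nM tunicamycin wells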
Granule exo inh = blocks lytic granule exocytosis. inhibition, % at 10 µM. 360,000 compounds, 0.66% hits. AID 651702. TALL-104 LAMP-1 surface exposure, flow cytometry; cells stimulated with thapsigargin and PMA;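 active means inhibition above about 55%, limit read from the data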
MC4R ag barr = agonists of human melanocortin 4 receptor (MC4R) beta-arrestin; P32245; U2OS MC4R beta-arrestin complementation, luminescence; percent of melanotan II response, DMSO zero; activation, % at 8.9 µM; 360,000 compounds, 0.98% hits; AID 540308;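 active means activation above a per-plate cutoff, the mean activation of sample wells on that plate plus 3 SD, cut at about 8% in these data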
Target sequence (P32245 whole entry, looked up): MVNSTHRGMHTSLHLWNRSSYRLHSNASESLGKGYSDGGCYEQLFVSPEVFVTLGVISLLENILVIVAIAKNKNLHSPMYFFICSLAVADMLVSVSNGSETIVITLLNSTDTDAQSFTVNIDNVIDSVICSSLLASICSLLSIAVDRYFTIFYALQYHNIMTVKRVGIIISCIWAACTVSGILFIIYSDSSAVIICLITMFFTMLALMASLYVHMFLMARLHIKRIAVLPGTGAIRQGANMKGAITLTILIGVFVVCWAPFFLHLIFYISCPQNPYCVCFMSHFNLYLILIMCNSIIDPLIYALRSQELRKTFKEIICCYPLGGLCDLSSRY
m5-HT2A agonist = activates the mouse 5-HT2A serotonin receptor; CHO-K1 mHTR2A beta-arrestin complementation, luminescence; percent of 30 µM serotonin response; activation, % at 7.6 µM; 360,000 compounds, 0.66% hits;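 active means activation above a run cutoff, the mean activation of all tested compounds plus 3 SD, cut at about 14% in these data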;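 further: 0% = plate median of compound wells and 100% = 30 µM serotonin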
MC4R antagonist = human MC4R antagonism in cAMP assay | MC4R-expressing cells, MTII-stimulated cAMP, LANCE TR-FRET | inhibition, % at 6.5 µM | 360,000 compounds, 0.48% hits | AID 540295;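 active means inhibition above its plate's cutoff, the mean of tested wells on that plate plus 3 SD, cut at about 29% in these data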;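 further: 0% = Melanotan II alone and 100% = Melanotan II plus saturating MCL0020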
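Assay system: U2OS cells stably expressing human melanocortin 4 receptor (MC4R) / Dosing: 6.5 µM / Timing: compound 30 min, challenge 1 h, detection 1 h / Measured by: Eu-cAMP/anti-cAMP TR-FRET, emission 671 nm / Replicates: singlicate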
ABCB6 inh MLPCN = inhibitors of human ABC transporter ABCB6; Q9NP58; 360,000 compounds, 0.19% hits; fluorescence ratio to DMSO, % at 10 µM; K562-ABCB6 porphyrin accumulation, flow cytometry, 1 h; active compounds read low;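 active means fluorescence ratio to DMSO below 75%, the collection mean minus 3 SD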;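 further: signal is porphyrin accumulated inside mitochondria; 100% equals median channel fluorescence of DMSO control wells; lower ratio means ABCB6 inhibition with less porphyrin fluorescence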
ABHD5-PLIN5 inh = inhibitors of human ABHD5-perilipin-5 interaction. Split G. princeps luciferase complementation, luminescence, 4 h. inhibition, % at 4 µM. Q00G26+Q8WTS1. 360,000 compounds, 0.78% hits;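 active means inhibition above the mean inhibition across every tested compound plus 3 SD, cut at about 22% in these data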;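 further: 0% = DMSO only wells and the 100% control is not disclosed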
Active calls of the source: *; nt = not tested or not shown.

SMILES	CaV13 ICDI inh	H9c2 protect	PDI inh	N-glyco inh	Granule exo inh	MC4R ag barr	m5-HT2A agonist	MC4R antagonist	ABCB6 inh MLPCN	ABHD5-PLIN5 inh
Nc1cccc(-n2cccc2)c1	-8	-2	13	1	-2	-1.8	2	-6	103	3
CCN(CC(=O)NCc1ccc(Cl)cc1)C(=O)c1cc2ccccc2o1	-2	-3	1	0	19	-0.2	4	5	99	4
CCOC(=O)c1c(NC(=O)COC(=O)c2cnc(C)cn2)sc(C(=O)N(C)C)c1C	-5	0	5	2	-2	-0.8	11	-1	96	0
COc1ccc(C(=O)NCCc2nnc(SCc3nc4ccccc4c(=O)[nH]3)n2C)cc1	nt	-1	4	-5	1	-2.4	-3	2	108	-2
O=C(C1=C[C@@H](c2csc3ccccc23)C[C@@H](OCc2ccc(CO)cc2)O1)N1CCOCC1	-12	9	22	-5	-1	-0.4	-3	0	86	14
Cc1cccn2c(=O)c(/C=C(\C#N)C(=O)NCc3ccco3)c(N3CCCCC3)nc12	-5	12	-3	-1	-8	-0.1	-3	13	106	2
COc1cccc(CN2CCN(Cc3ccc(OC)c(OC)c3)CC2CCO)c1 (configuration not stated)	-4	0	3	1	0	-0.3	0	-4	94	5
Cc1ccc2oc(=O)n(CCOc3ccccc3Cl)c2c1	7	-6	nt	-2	-11	7.6	-10	11	104	-6
Cc1cccc(C(=O)N/N=C2\CS(=O)(=O)N(C)c3ccsc32)c1	-2	64*	-2	0	-4	1.0	2	9	86	-2
COc1ccc(-c2cc(C)no2)cc1S(=O)(=O)N1CCN(c2ccccn2)CC1	-3	4	-3	-4	8	-2.0	9	-2	103	-2
Cn1c(=O)c2c(ncn2CC(O)CNc2cccc(Cl)c2)n(C)c1=O (configuration not stated)	-2	-8	2	-1	0	-0.7	-8	13	93	5
Cc1cc(C)c(S(=O)(=O)n2ccc3ccccc32)c(C)c1	-4	-25	-21	-2	4	-2.2	1	3	100	-5

Full records, quoted from the list. Order of values: CaV13 ICDI inh | H9c2 protect | PDI inh | N-glyco inh | Granule exo inh | MC4R ag barr | m5-HT2A agonist | MC4R antagonist | ABCB6 inh MLPCN | ABHD5-PLIN5 inh
`CCOC(=O)c1c(NC(=O)COC(=O)c2cnc(C)cn2)sc(C(=O)N(C)C)c1C` in the list: -5 | 0 | 5 | 2 | -2 | -0.8 | 11 | -1 | 96 | 0
`Nc1cccc(-n2cccc2)c1` in the list: -8 | -2 | 13 | 1 | -2 | -1.8 | 2 | -6 | 103 | 3
`O=C(C1=C[C@@H](c2csc3ccccc23)C[C@@H](OCc2ccc(CO)cc2)O1)N1CCOCC1` in the list: -12 | 9 | 22 | -5 | -1 | -0.4 | -3 | 0 | 86 | 14
`Cc1ccc2oc(=O)n(CCOc3ccccc3Cl)c2c1` in the list: 7 | -6 | nt | -2 | -11 | 7.6 | -10 | 11 | 104 | -6

Back to the main list, starting 2 compounds before the break.
SMILES	CaV13 ICDI inh	H9c2 protect	PDI inh	N-glyco inh	Granule exo inh	MC4R ag barr	m5-HT2A agonist	MC4R antagonist	ABCB6 inh MLPCN	ABHD5-PLIN5 inh
Cn1c(=O)c2c(ncn2CC(O)CNc2cccc(Cl)c2)n(C)c1=O (configuration not stated)	-2	-8	2	-1	0	-0.7	-8	13	93	5
Cc1cc(C)c(S(=O)(=O)n2ccc3ccccc32)c(C)c1	-4	-25	-21	-2	4	-2.2	1	3	100	-5
Cc1cc(C)nc(Sc2ccc(C=O)cc2[N+](=O)[O-])n1	-7	0	-1	3	1	-2.6	2	4	101	-3
Cc1nc2oc3c(NCC4CCCO4)ncnc3c2c2c1COC(C)(C)C2 (configuration not stated)	-3	11	-24	3	-1	-0.3	3	7	96	1
O=C(Cc1nnc(NC(=O)Nc2ccccc2F)s1)NCc1ccccc1	-2	5	6	0	-1	-0.2	-1	3	99	2
CCc1nc2c(OCc3ccc(F)cc3)cccn2c1N(C)C(=O)C(C)C	-17	2	7	-1	-3	-0.3	4	-1	98	-4
O=C(CSc1nnc2c(n1)[nH]c1ccc(F)cc12)OCc1ccccc1	-4	-15	-14	-3	2	-1.0	2	15	92	3
CC(=O)NCCn1c(SCc2ccccc2F)nc2ccccc2c1=O	-6	3	-5	-4	-2	-1.9	0	8	93	1
Cc1cc(C)c2cc(C#N)c(SCC(=O)Nc3cc(C)on3)nc2c1	-3	1	4	0	-15	0.2	-11	13	102	-4
FC(F)(F)Oc1ccccc1C(c1nnnn1C1CCCC1)N1CCN(C/C=C/c2ccccc2)CC1 (configuration not stated)	-6	-4	nt	-8	4	nt	-2	nt	98	6
C=CCn1c(SCC(=O)Nc2sccc2C(N)=O)nc2sc(C)c(C)c2c1=O	-6	-10	0	0	3	2.2	0	-18	76	4
COc1ccccc1N1CCN(C(=O)CCSCc2ccccc2F)CC1	-3	4	-4	0	0	3.2	2	-3	89	4
CCOc1ccc(NC(=O)C2CSC(c3ccncc3)=N2)cc1 (configuration not stated)	-6	-3	nt	0	2	0.2	2	0	103	-14
CC(C)N(CCCNC(=O)C1CCN(S(=O)(=O)N2CCOCC2)CC1)Cc1ccccc1	nt	-7	-2	0	6	-0.7	6	6	107	-6
COC(=O)c1ccc(C(=O)Nc2ccc(C(C)C)cc2N)cc1	-7	-4	3	3	0	1.1	1	8	90	-2
CCCN(CC(=O)Nc1ccc(F)c(F)c1F)C(=O)CCc1nc2ccccc2c(=O)[nH]1	-6	68*	0	-1	0	-2.4	-6	9	97	4
O=C1CC(=O)NC(SCC(=O)Nc2ccccc2[N+](=O)[O-])=N1	-3	-2	-6	1	-8	0.4	-4	20	99	-1
CN(C)CCNC(=O)c1cccc2ccc(-c3ccc(-c4ccccc4)cc3)nc12	-6	-20	4	16	26	3.2	-9	2	92	11
CCc1nc2c(OCc3ccccc3C)cccn2c1N(C)C(=O)c1ccco1	-5	-1	-1	-2	13	-0.8	2	-2	96	-1
O=C(O)CNC(=S)N(Cc1ccccc1)Cc1cccs1	-4	7	-3	3	-1	-1.9	-1	10	99	-4
c1ccc(CSc2n[nH]c(-c3ccco3)n2)cc1	-3	-4	-8	-1	-2	0.4	-2	0	101	-1
CCOc1ccc(NC(=O)N2CCC(n3c(=O)[nH]c4ccccc43)CC2)cc1	-6	4	nt	1	1	0.9	-2	7	103	4
CCCS(=O)(=O)N1CCN(CC2CC3C=CC2C3)CC1 (configuration not stated)	0	-3	5	-1	-3	0.0	1	7	100	-5
COc1ccc(-c2sccc2C(C)C(=O)O)cc1 (configuration not stated)	nt	1	10	0	-2	0.1	-4	-1	101	-1
CN(c1cccc(NC(=O)CN(c2ccc(Cl)c(Cl)c2)S(=O)(=O)c2ccccc2)c1)S(C)(=O)=O	-2	7	4	-3	-3	-0.2	-4	0	100	8
CCN(CC)CCCNC(=O)c1ccc(S(=O)(=O)Nc2ccc(C)c(C)c2)cc1	-3	-2	1	-3	2	-0.5	-5	9	99	-6
CCC1S/C(=C(\C#N)C(=O)NCc2ccco2)N(c2ccc(F)cc2)C1=O (configuration not stated)	0	10	16	1	-1	-1.9	-4	-1	104	5
CC(=O)OC(C(=O)n1nc(C)cc1C)c1ccccc1 (configuration not stated)	-6	0	-3	2	-4	-0.2	-3	1	101	-1
CC(=O)NCCc1ccc(S(=O)(=O)NC2OC(=O)c3ccccc32)cc1 (configuration not stated)	-8	-5	3	3	1	-0.9	2	4	100	1
CC1(C(=O)NS(=O)(=O)c2ccc(Cl)cc2)CCN1C(=O)Cc1ccc(-c2ccccc2)cc1 (configuration not stated)	-5	-1	-13	1	0	2.4	5	0	93	-4
COc1ccc(NC(=O)N2CCCCCC2)c(OC)c1	0	-2	0	0	-2	-3.4	0	18	134	0
C[C@H]1CN([C@@H](C)CO)C(=O)c2cc(-c3ccccc3F)cnc2O[C@H]1CN(C)C(=O)C1CCOCC1	-5	1	-2	1	-4	0.5	-1	-1	97	2
CCC(=O)c1cn(CC(=O)Nc2ccccc2)c2ccccc12	0	-4	5	1	-10	0.7	-1	-2	97	1
O=C(O)c1cccc(N2C(=O)c3ccc(Oc4ccc(Cl)cc4)cc3C2=O)c1	-2	0	-8	1	1	0.1	-2	6	97	0
Cc1ccc(C(=O)OCC(=O)NCc2ccc3c(c2)OCO3)s1	-5	17	-11	0	3	-0.3	1	3	91	-1
Cc1ccc(C(=O)Nc2nnc(SCC(=O)N3CCCc4ccccc43)s2)cc1	-2	-20	6	-6	-3	-1.3	3	6	97	3
O=C(OCC(=O)N1CCCc2ccccc21)c1cncc(Br)c1	-21	4	-4	2	-3	0.5	-4	16	104	-1
Cc1cc(C)n2c(SCCC(C)C)nnc2n1	nt	2	12	-2	4	-1.6	1	-3	110	-5
CCN(CCO)Cc1csc2cccc(Br)c12	-2	9	-1	0	1	0.8	-4	8	99	2
CCOC(=O)C1=C(COC(=O)COc2ccccc2C(C)C)NC(=O)NC1C (configuration not stated)	-6	2	2	2	0	0.6	7	4	89	14
CSc1ncccc1C(=O)OCC(=O)NCc1ccccc1	-6	2	-9	-1	0	1.3	5	5	92	5
Cc1noc(C)c1COC(=O)CCc1nc2ccccc2c(=O)[nH]1	-5	41	-1	0	-2	-1.2	2	7	89	-2
CCOc1ccc(NC(=O)c2sccc2-n2cccc2)cc1	-38	-4	-3	0	-3	-0.1	3	11	99	-5

For convenience, 3 of the compounds above.
SMILES	CaV13 ICDI inh	H9c2 protect	PDI inh	N-glyco inh	Granule exo inh	MC4R ag barr	m5-HT2A agonist	MC4R antagonist	ABCB6 inh MLPCN	ABHD5-PLIN5 inh
CCN(CCO)Cc1csc2cccc(Br)c12	-2	9	-1	0	1	0.8	-4	8	99	2
CCOC(=O)C1=C(COC(=O)COc2ccccc2C(C)C)NC(=O)NC1C (configuration not stated)	-6	2	2	2	0	0.6	7	4	89	14
CSc1ncccc1C(=O)OCC(=O)NCc1ccccc1	-6	2	-9	-1	0	1.3	5	5	92	5
